# Screening results deposited in PubChem by Johns Hopkins Ion Channel Center.
# Kir21 inh: inhibitors of mouse Kir2.1 inward-rectifier potassium channel. Inward rectifier potassium channel 2 (Mus musculus), P35561. HEK293-Kir2.1, FluxOR thallium flux fluorescence; hits give low values. B-score at 10 µM. 310,000 compounds, 0.85% hits. AID 1672, 2009;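 active means fluorescence ratio B-score at or below minus 3 SD of library scores, with starting-brightness B-score within 2 SD, cut at about -4.2 in these data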;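 further: channel flux triggered by added potassium and thallium sulfate stimulus; B-score of peak minus minimum fluorescence over baseline after thallium stimulus; more negative B-score means stronger Kir2.1 block with less thallium influx; some compounds called inactive have numbers as strong as hits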
# KCNQ2 inh: KCNQ2 potassium channel inhibitors, primary screen, cell-based, CHO-K1, FluxOR thallium flux, B-score (AID 2156) | Potassium voltage-gated channel subfamily KQT member 2 (Rattus norvegicus), O88943 | B-score at 10 µM | 20 min; hits give low values | 310,000 compounds, 1.1% hits;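 active means fluorescence ratio B-score at most minus 3 library SDs, with starting brightness B-score within 2 library SDs, cut at about -5.5 in these data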
# Target sequence (O88943 whole entry, looked up): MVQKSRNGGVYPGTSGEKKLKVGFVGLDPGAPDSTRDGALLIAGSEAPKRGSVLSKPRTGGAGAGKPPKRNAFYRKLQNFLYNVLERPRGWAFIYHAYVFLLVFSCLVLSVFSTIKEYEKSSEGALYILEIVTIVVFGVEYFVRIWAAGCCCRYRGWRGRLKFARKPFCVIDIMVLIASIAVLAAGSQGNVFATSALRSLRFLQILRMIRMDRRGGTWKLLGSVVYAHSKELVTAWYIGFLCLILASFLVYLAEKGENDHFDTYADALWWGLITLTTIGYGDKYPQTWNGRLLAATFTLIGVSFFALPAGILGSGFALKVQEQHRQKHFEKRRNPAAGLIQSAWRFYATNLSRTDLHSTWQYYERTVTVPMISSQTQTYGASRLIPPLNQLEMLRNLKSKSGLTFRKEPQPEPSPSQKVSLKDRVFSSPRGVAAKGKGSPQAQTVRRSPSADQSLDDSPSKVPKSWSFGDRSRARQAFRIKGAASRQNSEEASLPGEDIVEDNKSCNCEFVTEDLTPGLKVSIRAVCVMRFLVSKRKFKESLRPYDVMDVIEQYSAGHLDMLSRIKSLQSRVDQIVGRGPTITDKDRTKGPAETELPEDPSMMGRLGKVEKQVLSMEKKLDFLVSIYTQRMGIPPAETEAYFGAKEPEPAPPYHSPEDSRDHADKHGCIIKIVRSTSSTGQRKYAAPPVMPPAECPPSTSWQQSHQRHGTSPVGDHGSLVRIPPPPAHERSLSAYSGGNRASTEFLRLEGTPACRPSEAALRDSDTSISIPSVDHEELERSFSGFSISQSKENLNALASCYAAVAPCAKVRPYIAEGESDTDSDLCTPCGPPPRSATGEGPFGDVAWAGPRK
# * hit, by the source's call; i = inactive.
nr	SMILES	Kir21 inh	KCNQ2 inh
1	Cn1cc(Br)c(C(=O)NN2C(=O)C3C(C2=O)C2C=CC3C23CC3)n1 (stereo unspecified)	0.01	i
2	CCN(CC(=O)Nc1ccccc1C(F)(F)F)C(=O)C1CCC1	-0.66	i
3	O=C(O)c1cccc(N2C(=O)c3ccc4c5c(ccc(c35)C2=O)C(=O)N(c2cccc(C(=O)O)c2)C4=O)c1	-1	i
4	CCc1ccc(CCC(=O)Nc2ccc(S(N)(=O)=O)cc2)o1	2.5	i
5	CC1CCC(NC(=O)C2CC(=O)N(c3ccc4c(c3)OCCO4)C2)CC1 (stereo unspecified)	0.06	i
6	CCOC(=O)C1CCCN(c2ncnc3c2cnn3-c2cccc(C)c2)C1 (stereo unspecified)	-0.19	i
7	C=CCn1c(CNc2ccccc2)nnc1SCC(=O)N/N=C/c1ccc(O)cc1O	0.21	i
8	CC1(C)CC(=O)C=C(NC2=CC3OC(c4ccccc4)OCC3OC2=O)C1 (stereo unspecified)	-2.9	i
9	COC(=O)C1=C(C)NC(=O)/C1=C/c1ccc(CNS(=O)(=O)c2ccc(C)cc2)o1	1.4	i
10	COc1ccc(C(=O)Nc2nc3ccccc3[nH]2)cc1OC	-0.3	i
11	Cc1ccc(C2C(C(N)=S)=C(N)OC3=C2C(=O)CC(C)(C)C3)cc1 (stereo unspecified)	-1.8	i
12	CC(C)(C)OC(=O)N1CCOCCOCCNCCOCCOCC1	-0.11	i
13	Nc1c(C(=O)Nc2ccc(F)cc2)sc2nc(-c3ccco3)ccc12	-0.18	i
14	O=C(NCCCO)c1ccc(CSc2nc3ccccc3[nH]2)cc1	-1.3	i
15	CCOc1ccc(NC(=O)Nc2ccc3nccnc3c2)cc1	-0.04	i
16	Cc1cccc(C(=O)N2CCCN(C(=O)c3cccc(C)c3)CC2)c1	0.11	i
17	Nc1cccc(-c2nc3cc(S(=O)(=O)c4ccc5oc(-c6cccc(N)c6)nc5c4)ccc3o2)c1	0.55	i
18	CN(C)S(=O)(=O)Oc1ccccc1C(=O)Nc1cccc(C(F)(F)F)c1	1.4	i
19	COc1ccc(CN2CCN(CCCCOc3ccc(Cl)cc3)CC2)c(OC)c1OC	-0.87	i
20	O=C(O)CCc1nn2c3ccccc3n(CC(=O)c3ccccc3)c2nc1=O	-2.4	i
21	C/C(CCc1ccc2c(c1)OCO2)=N\NC(=O)c1ccccc1	-0.92	i
22	Cc1ccc(NC(=O)C(=O)NCCOc2ccc(Cl)cc2)c(C)c1	0.97	i
23	CCN(Cc1ccncc1)C(=O)C1CCC(=O)N(Cc2ccc(Cl)cc2)C1 (stereo unspecified)	-0.08	i
24	Cc1nn(-c2ccccc2)c(C)c1S(=O)(=O)O	-2.2	i
25	COc1cc(C(C)=O)ccc1OCCCOc1cccc2cccnc12	0.42	i
26	COc1ccc(C(=O)N(Cc2nc(-c3ccc(C)cc3)no2)C(C)C)cc1OC	-1.6	i
27	CCOC(=O)c1ccc(NC(=O)c2nc[nH]c2C(=O)N[C@@H](C)C(=O)OC(C)(C)C)cc1	0.56	i
28	COc1ccc(CC(=O)OCc2cc(=O)n3cc(Br)ccc3n2)cc1OC	1.1	i
29	COc1ccc(CN(Cc2cccnc2)S(=O)(=O)c2ccc(-n3cnnn3)c(C)c2)cc1OC	-1.6	i
30	O=C1Nc2ccc(S(=O)(=O)NCCCO)c3cccc1c23	-1.4	i

# Shown with the structure last: part of the list above.
entry | Kir21 inh | KCNQ2 inh | Compound
14 | -1.3 | i | O=C(NCCCO)c1ccc(CSc2nc3ccccc3[nH]2)cc1
15 | -0.04 | i | CCOc1ccc(NC(=O)Nc2ccc3nccnc3c2)cc1
16 | 0.11 | i | Cc1cccc(C(=O)N2CCCN(C(=O)c3cccc(C)c3)CC2)c1
17 | 0.55 | i | Nc1cccc(-c2nc3cc(S(=O)(=O)c4ccc5oc(-c6cccc(N)c6)nc5c4)ccc3o2)c1
18 | 1.4 | i | CN(C)S(=O)(=O)Oc1ccccc1C(=O)Nc1cccc(C(F)(F)F)c1

# The listing continues:
nr	SMILES	Kir21 inh	KCNQ2 inh
31	COc1ccc(/C=C/C2=CC(C)(C)NC(=S)N2)cc1OC	-1.6	i
32	CCOC(=O)c1cc2occc2n1CCCN1C(=O)c2ccccc2C1=O	-1.6	i
33	COc1cc2c(cc1OC)C1=NC(=O)CN1C(SCc1ccc(C)cc1)=N2	1	i
34	C=C(C)CC1N(c2cccc(OC)c2)C(=O)C2C(C(=O)O)C3C=CC21O3 (stereo unspecified)	1.2	i
35	Cc1ccc(C2=NS(=O)(=O)N(C)C(C(=O)N3CCOCC3)=C2)cc1	0.13	i
36	CCOC(=O)C1CCCN(C(=S)Nc2ccc(C)cc2C)C1 (stereo unspecified)	1.4	i
37	CN(C1CCS(=O)(=O)C1)S(=O)(=O)c1cccc2nsnc12 (stereo unspecified)	-1.4	i
38	COc1cccc(CN(C(=O)c2ccco2)C2CCS(=O)(=O)C2)c1 (stereo unspecified)	1.2	i
39	COc1ccc(-c2oc3ccccc3c2C(=O)OCc2ccc(O)cc2)cc1	0.47	i
40	CC(C)CNC(=S)NC(=O)c1ccc(Cl)cc1Cl	-1.6	i
41	CC(Sc1nnc(-c2ccccc2F)n1N)C(=O)NCC1CCCO1 (stereo unspecified)	0.26	i
42	COc1ccc(-c2cc3ccccc3n2CC(O)CN2CCC(C)CC2)cc1 (stereo unspecified)	-1.9	i
43	O=C(c1ccc([N+](=O)[O-])cc1)N1CCC(Cc2ccccc2)CC1	0.13	i
44	Cc1ccc(NC(=O)c2ccc(S(=O)(=O)N3CCOCC3)cc2)nc1	1.2	i
45	Cc1cc(C)nc(SCC(=O)NNC(=O)c2cccs2)n1	-0.6	i
46	CN(C)C(=O)c1ccc(-c2nnc(NCc3ccccc3)c3ccccc23)cc1	0.01	i
47	COc1ccc(NC(=O)c2sc(=S)[nH]c2N)cc1	-0.35	i
48	O=C(NCCc1c[nH]c2ccccc12)C1CCC(=O)N(CCc2cccc(F)c2)C1 (stereo unspecified)	-0.52	i
49	CC(C)Sc1nc(C(F)(F)F)cc(=O)n1-c1ccccc1	-4.4*	i
50	C=CCN1C(=O)OC2(CCCCC2)C1(C)O (stereo unspecified)	-1.5	i
51	O=S(=O)(Nc1ccccn1)c1ccc(Cl)cc1	-0.05	i
52	Cc1ccc(N(CC(=O)NCc2ccccc2)C(=O)c2csnn2)cc1	0.16	i
53	O=C(COC(=O)CC(c1ccccc1)c1ccccc1)NCc1ccc(Cl)cc1	-1.5	i
54	Cc1cccc(N2CCN(C(=O)c3ccc4c(c3)NC(=O)C(CSCc3ccc(F)cc3)N4)CC2C)c1 (stereo unspecified)	0.27	i
55	CN1CCN(CCC(=O)N2c3ccccc3Sc3ccc(Cl)cc32)CC1	-1.2	i
56	C/C(=N\Nc1nc(N2CCOCC2)nc(N2CCOCC2)n1)c1cccs1	-0.41	i
57	O=C(Cn1c(O)c(/C=C2\C=Nc3ccccc32)sc1=O)N1CCOCC1	0.48	i
58	C=CCNC(=O)c1cccn1-c1ccsc1C(=O)OC	-1.8	i
59	O=C(O)c1ccccc1Nc1ccc(OC(F)F)cc1	0.06	i
60	C=CCC(=O)N1CCC(n2nccc2NC(=O)CCOc2ccccc2)CC1	0.7	i
61	CCn1c2ccccc2c2cc(NC(=O)CNCc3ccccc3OC)ccc21	0.07	i
62	COC(=O)C1CCN(C(=O)COC(=O)c2oc3ccccc3c2C)CC1	0.25	i
63	O=C(Nc1nc2c(s1)COc1ccccc1-2)c1cccs1	-0.36	i
64	CC(C)[C@H](NC(=O)c1ccccc1Cl)C(=O)Nc1nc(-c2ccccn2)cs1	2.1	i
65	COc1ccc(C(O)P(=O)(OCC(C)C)c2ccc(N(C)C)cc2)c(OC)c1 (stereo unspecified)	-0.01	i
66	COc1cccc(N2CCN(Cc3ccco3)CC2)c1	1.5	i
67	COc1cc(C)c(S(=O)(=O)N2CCN(C)CC2)cc1C	-0.08	i
68	CCCCC(CC)CNC(=O)CN(C)S(=O)(=O)c1cccc2nsnc12 (stereo unspecified)	-0.26	i
69	CCCCN1C(=O)/C(=C/C=C2\N(C)c3ccccc3C2(C)C)SC1=S	-2.7	i
70	Cc1ccc(-n2nc3ccc(NC(=O)C(C)C)cc3n2)cc1	-1.8	i
71	Cn1cc(CN2CCCC(CO)(Cc3ccccc3)C2)c2ccccc21 (stereo unspecified)	-1.7	i
72	CC(C)OC(=O)C(CC(=O)O)NCc1ccccc1 (stereo unspecified)	-0.41	i
73	Cc1cc(N2CCOCC2)n2nc(C)c(-c3ccc(Cl)cc3)c2n1	1.8	i
74	O=C1Nc2ccccc2/C1=C/c1ccccc1F	0.9	i
75	COc1ccccc1NC(=O)CCS(=O)(=O)c1ccccc1	0.56	i
76	O=C(NCc1ccccc1Cl)c1ccc2c(c1)SC1=NS(=O)(=O)CCN12	-1.5	i
77	CCNC(=O)CC1C(=O)N(CC)C(=S)N1NC(=O)c1ccccc1 (stereo unspecified)	-0.46	i
78	COc1ccccc1/C=C(/CC(=O)NCc1ccccc1)c1nc2ccccc2s1	2.1	i
79	COC(=O)CSc1cc(C)nc2ccc(OC)cc12	1.6	i
80	COc1cc(CNCCN2CCOCC2)ccc1OCC(=O)NC(C)(C)C	0.62	i
81	CCc1ccccc1-n1ncc(C(=O)Nc2ccccc2OC)c1C	-0.93	i
82	COc1ccccc1NS(=O)(=O)c1cc(C)ccc1C	-4.6*	i
83	COC(=O)Nc1nc2ccc(C(=O)c3ccc(F)cc3)cc2[nH]1	-0.18	i
84	COc1ccc(S(=O)(=O)N(C)C)cc1NCC(=O)Nc1ccc(Br)cc1F	-0.02	i
85	COc1ccccc1-n1c(-c2cccnc2)n[nH]c1=S	-0.85	i
86	CC1(C)Nc2ccc(O)cc2-c2c1ssc2=S	-12*	i
87	CCCC(C)NC(=O)Cc1ccc(Br)cc1 (stereo unspecified)	0.22	i
88	O=C(CN1C(=O)S/C(=C/c2cccn2-c2ccc(O)cc2)C1=O)N1CCCC1	-0.42	i
89	CCCCOc1ccc(C(=O)N2CCNC(=O)C2)cc1	-0.96	i
90	Cc1occc1-c1nnc(SCc2nc3ccccc3c(=O)n2CC#N)n1C	1.7	i

# The results go on.
nr	SMILES	Kir21 inh	KCNQ2 inh
91	Cc1cccc(OC(C)C(=O)Nc2ccccc2C(=O)N2CCCCC2)c1 (stereo unspecified)	-0.01	i
92	CC1(c2ccccc2)NC(=O)N(CC(=O)NCCC2=CCCCC2)C1=O (stereo unspecified)	-1.3	i
93	Cc1cccc(OCC(=O)N(Cc2ccc(N(C)C)cc2)C2CCS(=O)(=O)C2)c1 (stereo unspecified)	0.64	i
94	COCCCNC(=O)c1c(N)n(-c2ccc3c(c2)OCO3)c2nc3ccccc3nc12	-0.5	i
95	COc1ccc(OC)c(NC(=O)Nc2cc(C(=O)O)ccc2C)c1	2	i
96	CC(NC(=O)c1ccc(F)cc1)c1ccccc1 (stereo unspecified)	3.6	i
97	CCOC(=O)C1=C(C)NC(=S)NC1/C=C/c1ccccc1 (stereo unspecified)	-0.23	i
98	C=CCOc1cccc(C(=O)N2CCCC(Nc3ccc4c(c3)OCCO4)C2)c1 (stereo unspecified)	0.19	i
99	CC(=O)c1cccc(NS(=O)(=O)c2cc(-c3cnc(C4CC4)o3)ccc2C)c1	3.1	i
100	O=C(c1ccccc1F)N1CCOCC1	-0.87	i
101	CC(C(=O)Nc1cccc([N+](=O)[O-])c1)n1nnc2ccccc21 (stereo unspecified)	1.3	i
102	COc1ccc(C(CNC(=O)c2cc3ccccc3cc2O)N2CCOCC2)cc1 (stereo unspecified)	0.2	i
103	CCO[C@H]1OC(C(=O)N2CCOCC2)=C[C@@H](c2coc3ccccc3c2=O)[C@@H]1CCCO	-0.71	i
104	COc1ccc(CCNC(=O)c2ccccc2NS(=O)(=O)c2c(F)cccc2F)cc1	0.01	i
105	Cc1ccc(C(=O)COC(=O)c2cn(-c3ccccc3)nc2-c2ccccc2)cc1[N+](=O)[O-]	-0.56	i
106	O=C(O)c1ccccc1-c1ccc(/C=c2\sc3nc4cc(Br)cnc4n3c2=O)o1	-0.91	i
107	Cc1cc(C)nc(N2CCC(C(=O)NCC3CCCCC3)CC2)n1	0.06	i
108	CCN1/C(=C/c2ccc3cccc(C)c3[n+]2CC)Sc2ccccc21	-20	i
109	COCC(=O)OCC(=O)Nc1cc(C)c(C)cc1[N+](=O)[O-]	1.2	i
110	C=CCN1C(=O)c2ccccc2Sc2ccc(C(=O)NCCC)cc21	-0.99	i
111	O=C(O)C1Nc2c(O)cc(Cl)c([N+](=O)[O-])c2C2C=CCC12 (stereo unspecified)	-0.01	i
112	O=[N+]([O-])c1ccc2c(c1)OCCOCCOCCOCCOCCOCCO2	1.3	i
113	COc1ccc(Nc2ncnc3c2cnn3Cc2ccc(C)cc2)cc1	-1.3	i
114	CNC(=O)C(=O)NCC1OCCCN1S(=O)(=O)c1cccs1 (stereo unspecified)	1	i
115	O=C(Cn1ncc2c(=O)oc3ccccc3c21)N1CCN(C(=O)c2ccco2)CC1	1.2	i
116	COc1ccc(NC(=O)C(C)Sc2nnc3c4c(nc(-c5ccc(OC)cc5)n23)CC(C)(C)OC4)cc1 (stereo unspecified)	0.8	i

# Entries of single compounds, quoted from the list. Order of screens: Kir21 inh	KCNQ2 inh
# `CNC(=O)C(=O)NCC1OCCCN1S(=O)(=O)c1cccs1` (stereo unspecified) is entered as 1	i
# `O=C(c1ccccc1F)N1CCOCC1` is entered as -0.87	i
# `C/C(CCc1ccc2c(c1)OCO2)=N\NC(=O)c1ccccc1` is entered as -0.92	i
# `O=C(O)c1cccc(N2C(=O)c3ccc4c5c(ccc(c35)C2=O)C(=O)N(c2cccc(C(=O)O)c2)C4=O)c1` is entered as -1	i

# The order is random; about 1.9% have a hit in one of these screens.
